Screening data: PubChem BioAssay, several laboratories
pCIP destab = p/CIP protein destabilization. Q05BA5. F442A p/CIP-EGFP cells, EGFP fluorescence, 16 h. decrease of EGFP signal, % at 10 µM. 0.01% of 290,000 active. AID 1984;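 active means EGFP signal decrease of at least 30% at 10 µM or well 3 SD below plate mean, unless failing retest; inactive means the rest, including hits failing retest or dose response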; further: some compounds called inactive have numbers as strong as hits; many of its hits are not listed in these tables
SUMO HTRF inh = blocks human SUMOylation mediated by UBC9; 0.36% of 290,000 active; P63279; HTRF SUMOylation assay, SAE1/SAE2 + UBC9, in vitro; inhibition, % at 35 µM; in the data active means inhibition above about 50%, passing the limit was not always enough; further: strong numbers were not always called active
Target sequence (P63279 whole entry, looked up): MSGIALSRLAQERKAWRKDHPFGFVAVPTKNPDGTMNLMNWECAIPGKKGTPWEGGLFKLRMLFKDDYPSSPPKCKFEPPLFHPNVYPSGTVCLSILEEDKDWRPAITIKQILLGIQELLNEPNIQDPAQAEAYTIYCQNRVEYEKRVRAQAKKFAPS
IMP-1 inh = blocks Pseudomonas aeruginosa IMP-1 metallo-beta-lactamase; inhibition, % at 5.6 µM; 0.45% of 290,000 active; purified IMP-1, nitrocefin hydrolysis, epi-absorbance fluorescence;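 active means inhibition above the mean plus 3 SD of all compounds in the same screening run, cut at about 4.5% in these data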;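 further: 0% = IMP-1 with DMSO and 100% = DMSO wells lacking enzyme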
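system = purified recombinant IMP-1 beta-lactamase | amount = 0.2 nM IMP-1, as dispensed | medium = HEPES buffer pH 7.1 with ZnSO4 and Brij 35 | times = 25 °C, 15 min preincubation, 25 min reaction | detection = plate fluorescence quenching by hydrolysis product, ex 480/em 530 nm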
CRFR2-BP antag = CRF-BP/CRF-R2 complex antagonism; 0.59% of 350,000 active; AID 588475; inhibition, % at 11.8 µM; HEK293 CRF-R2/CRF-BP, CRF-induced calcium fluorescence;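 active means inhibition of the ligand-induced calcium signal above about 50% at the single tested concentration, limit read from the data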
GalR3 antag = antagonists of human GalR3 | O60755 | HEK293 GalR3-CNG cAMP membrane potential fluorescence; galR3 body fused to GalR1 C-terminus | inhibition, % at 3 µM | 0.44% of 360,000 active | AID 651719;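 active means inhibition above the screen-wide average plus 3 SD, cut at about 13% in these data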;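 further: forskolin and galanin both at EC90 stimulate the cells; cAMP rise reported by CNG channel membrane potential dye signal; 0% = forskolin plus galanin with DMSO and 100% = forskolin alone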
Target sequence (O60755 1-299 limits assumed): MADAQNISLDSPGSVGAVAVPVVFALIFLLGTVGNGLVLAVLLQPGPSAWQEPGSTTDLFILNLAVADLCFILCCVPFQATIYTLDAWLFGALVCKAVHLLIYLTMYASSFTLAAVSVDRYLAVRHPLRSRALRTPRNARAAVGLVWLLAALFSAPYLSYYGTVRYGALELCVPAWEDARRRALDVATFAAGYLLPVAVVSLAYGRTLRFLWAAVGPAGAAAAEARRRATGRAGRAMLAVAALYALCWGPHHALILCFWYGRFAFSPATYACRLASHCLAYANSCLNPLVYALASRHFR
IDE cell inh = cellular human IDE inhibition; inhibition, % at 5.59 µM; 0.41% of 320,000 active; P14735; AID 434962; HEK cells, FAbetaB cleavage, fluorescence polarization;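 active means percent inhibition above the average of all tested compounds plus 3 SD, set per screening campaign, cut at about 16% in these data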;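 further: IDE supplied by intact live HEK cells; FP after avidin binding of uncleaved biotin substrate so inhibition keeps polarization high; 0% = DMSO wells and 100% = 60 µM reference IDE inhibitor Ii1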
IDE act = boosts human insulin-degrading enzyme activity in HEK cells | FAbeta-B cleavage, fluorescence polarization; 0% vehicle, 100% cell-free pure enzyme wells | activation, % at 5.96 µM | 0.073% of 340,000 active | AID 493087;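 active means activation above the mean of all tested compounds plus 3 SD, set per screening campaign, cut at about 17% in these data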
NS3 helicase inh = HCV NS3 helicase inhibition. 0.56% of 290,000 active. inhibition, % at 10.9 µM. NS3 helicase DNA unwinding, Cy5 molecular beacon fluorescence. AID 1800;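 active means inhibition above the mean of all tested compounds plus 3 SD, set per campaign, cut at about 35% in these data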;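 further: 0% = DMSO wells and 100% = thioflavine S control wells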
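assay system = NS3 helicase fragment of HCV | buffer or medium = MOPS pH 6.5, MgCl2, DTT, Tween20, BSA | timing = 60 min unwinding reaction at 25 °C after ATP addition | signal = Cy5 beacon fluorescence read at start and 1 h | read-out basis = % inhibition of unwinding | control set = low DMSO, high thioflavine S at 110 µM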
VIM-2 inhibitor = blocks Pseudomonas aeruginosa VIM-2 metallo-beta-lactamase; purified VIM-2, nitrocefin hydrolysis, epi-absorbance fluorescence; inhibition, % at 5.6 µM; 0.89% of 290,000 active; AID 1527;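 active means inhibition above the mean of all tested compounds plus 3 SD, cutoff set per screening run, cut at about 7.5% in these data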;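 further: red hydrolysis product quenches plate fluorescence so inhibitors raise well fluorescence; 0% = enzyme with DMSO and 100% = DMSO without enzyme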
Numbers without * were called inactive; · = not tested or not shown.

SMILES	pCIP destab	SUMO HTRF inh	IMP-1 inh	CRFR2-BP antag	GalR3 antag	IDE cell inh	IDE act	NS3 helicase inh	VIM-2 inhibitor
COC(=O)[C@@]1(Cc2ccc(F)cc2)[C@H]2c3cc(C(=O)N(C)C)n(Cc4ccccc4)c3C[C@H]2CN1C(=O)c1ccccc1	-4	19	-2.0	-1	-7	-2	·	-12	-1.0
Fc1ccccc1Sc1ccccc1CNC1=NCCN1	4	-10	0.4	5	-12	3	1	9	1.0
CC(C)CC(=O)Nc1ccc2oc(-c3ccncc3)nc2c1	16	49	-1.6	6	3	5	0	-4	-2.1
O=C(CN1C(=O)NC2(CCCC2)C1=O)Nc1ccc(C(F)(F)F)cc1	7	-4	-0.4	-13	-10	-1	0	1	-2.1
NS(=O)(=O)c1ccc(Nc2ccccc2)c([N+](=O)[O-])c1	14	17	-2.8	-1	-9	7	-2	2	-3.0
O=C(O)C1C2CCC(O2)C1C(=O)Nc1ccc(Cl)cc1F (stereo not given)	-26	-1	-4.5	-8	-4	9	3	4	-2.8
O=C(c1ccccc1C(=O)N1CCN(c2ccc(F)cc2)CC1)N1CCN(c2ccc(F)cc2)CC1	9	-1	-5.9	6	-2	5	-9	10	-0.3
COc1ccccc1C(=O)NCCC(=O)OCC(=O)Nc1ccc(S(N)(=O)=O)cc1	·	·	·	8	-3	1	0	·	·
C#CCNC(=O)c1ccc(OCc2ccccc2)cc1Cl	-16	21	-0.2	34	4	10	3	-4	-0.6
COc1ccc(/C=N\NC(=O)c2ccc([N+](=O)[O-])c(C)c2)cc1COc1ccccc1C(N)=O	-7	17	4.2	9	2	7	5	-4	-2.8
Cc1cccc(C)c1NC(=O)Cn1c(=O)n(CCCC(=O)NC2CCN(Cc3ccccc3)CC2)c(=O)c2ccccc21	2	-11	-2.9	9	-7	1	1	-10	-4.0
COc1cc(Cl)cc(C=O)c1OCC(=O)O	-9	21	-1.8	15	-5	1	-1	7	1.1
CN(C)CCCN(C(=O)c1cc2ccccc2oc1=O)c1nc2c(F)cccc2s1	-3	3	0.5	-19	-8	1	3	-7	0.0
COC(=O)c1cc2ccccc2c(=O)s1	-9	11	-3.8	5	3	1	4	1	-2.2
COCCCNC(=O)Cn1ccc(NC(=O)OCc2ccccc2)nc1=O	·	·	·	5	-5	1	4	·	·
CCO/C(C)=C1\C(=O)Nc2ccccc21	2	20	-1.6	4	3	0	6	-1	-2.9
COC(=O)c1cc(-c2ccc(OC)c(OC)c2)n[nH]1	-6	3	-0.7	19	-4	-3	4	-6	-2.1
CCS(=O)(=O)c1ccc(C(=O)NC)c(Cl)c1Cl	-4	-1	-1.6	2	-8	5	3	2	-0.3
Cn1c2ccccc2c2n[nH]c(=O)nc21	-8	15	-2.5	4	-5	4	-1	5	4.6
Cc1ccc2[nH]c(CSc3ccccc3)cc(=O)c2c1	-22	18	-4.0	-1	-11	9	-10	0	-2.0
Cc1nc(NCc2ccccn2)c2c3c(sc2n1)CCCC3	-10	-8	-4.3	-49	-7	1	-3	-7	4.9
Cc1ccc(NC(=O)c2cc3ccccc3oc2=O)cc1S(=O)(=O)N(C)C	-5	-3	-1.5	-3	·	1	·	-3	-2.5
CCOC(=O)C1CCN(S(=O)(=O)Cc2ccccc2)C1=O (stereo not given)	-10	3	-0.3	-8	0	5	7	2	-0.8
O=C(Nc1ccc(F)cc1)c1cc2c(s1)CCCC2	-8	1	-3.7	4	-5	5	·	3	-2.2
N#Cc1cc2c([nH]c1=S)CCCCCC2	0	26	-1.8	-29	-1	1	-22	1	-2.7

Quoted from the listing.
CCS(=O)(=O)c1ccc(C(=O)NC)c(Cl)c1Cl in VIM-2 inhibitor reads -0.3
N#Cc1cc2c([nH]c1=S)CCCCCC2 in CRFR2-BP antag reads -29

In the list so far, these have a nitro group on carbon:
SMILES	pCIP destab	SUMO HTRF inh	IMP-1 inh	CRFR2-BP antag	GalR3 antag	IDE cell inh	IDE act	NS3 helicase inh	VIM-2 inhibitor
NS(=O)(=O)c1ccc(Nc2ccccc2)c([N+](=O)[O-])c1	14	17	-2.8	-1	-9	7	-2	2	-3.0
COc1ccc(/C=N\NC(=O)c2ccc([N+](=O)[O-])c(C)c2)cc1COc1ccccc1C(N)=O	-7	17	4.2	9	2	7	5	-4	-2.8

(next part)
SMILES	pCIP destab	SUMO HTRF inh	IMP-1 inh	CRFR2-BP antag	GalR3 antag	IDE cell inh	IDE act	NS3 helicase inh	VIM-2 inhibitor
Cc1ccc(S(=O)(=O)N2CCCN(C(=O)OC(C)(C)C)CC2)cc1	8	12	-1.4	3	-2	4	-2	-10	-0.8
Cn1cnnc1SC(C(=O)Nc1cccc(C(F)(F)F)c1)c1ccccc1 (stereo not given)	7	6	1.0	-21	-1	4	3	-8	-7.6
COc1cc(CNCCO)cc(Cl)c1OCc1ccccc1Cl	-4	10	-0.9	-23	-9	-2	-1	-50	-0.8
Cc1ccc(C=NNC(=O)c2cc(-c3cccnc3)nc3ccccc23)o1	·	·	·	1	-4	5	1	·	·
COCCCNC(=O)c1ccc(N(C)S(C)(=O)=O)cc1	-9	5	-2.2	19	3	5	-2	0	-1.1
COC(=O)C(NC(=O)c1ccccc1)=C(C)C	-5	-2	1.7	6	0	-4	-3	-4	0.9
CC(=O)Nc1ccc(NC(=O)COC(=O)C2(c3ccc(Cl)cc3)CCCC2)cc1	-9	-10	-2.1	-24	-7	1	2	-8	-1.6
COc1ccc(CCn2c(-c3ccc(OC)cc3)nc3c(c(=O)c4ccccc4n3C)c2=O)cc1	7	5	-2.1	10	-5	1	-2	-11	-2.3
COCCN(C(=O)c1ccccc1F)c1nc(-c2ccc(OC)cc2)cs1	4	-29	-0.1	6	-10	·	7	20	0.8
CCn1c(SCC(=O)Nc2nc(-c3ccc(C)cc3)cs2)nnc1-c1ccccc1O	-4	-48	-3.7	4	-1	6	-7	3	-2.9
Cc1nc(SCC(=O)NC(=O)NC(C)C)nc(C)c1C	0	-6	-1.4	-1	-8	-1	-3	8	-2.5
CCOc1ccc(NC(=O)CCNC(=O)c2ccc(Br)cc2)cc1	-1	-6	-2.8	-14	-9	4	4	-5	-1.8
CN1CCC(=NNc2ncnc3sc4c(c23)CCCC4)CC1	-1	-12	-2.3	-31	-1	3	-1	-7	4.6
COc1ccc(NC(=O)Cn2nnc(C(=O)NCc3ccco3)c2N)cc1	-6	9	0.4	8	5	6	6	-2	0.1
CN(c1ccc(OCc2nnc(-c3ccccc3)o2)cc1)S(=O)(=O)c1ccccc1	-11	-3	-1.3	23	-6	-2	4	-15	-2.2
COC(=O)CC1NCCc2cc(OC)c(OC)cc21 (stereo not given)	-8	4	-1.5	36	1	1	-1	-8	-2.1
O=C(CCN1CCCCO1)N1CCCC(Nc2ccc(F)cc2)C1 (stereo not given)	8	1	-2.3	11	-1	1	2	-3	-1.6
O=S(=O)(c1ccc(NC(=S)N/N=C/c2ccc(N3CCOCC3)cc2)cc1)N1CCOCC1	-14	0	-2.9	-1	-1	-2	3	0	-1.4
Cc1cccc(N2CCN(C(=O)CCn3c(=O)[nH]c4ccccc4c3=O)CC2)c1C	-20	25	-2.0	8	-5	14	-7	0	-2.7
CN1CCN(C(=O)c2cnn(-c3ccccc3)c2NC(=O)c2ccccc2Cl)CC1	-11	2	-2.1	10	0	·	2	2	-0.6
CCC[C@@H](CN1CCC[C@H]1CN1C(N)=NC[C@@H]1Cc1ccccc1)N1C[C@@H](Cc2ccccc2)N(CCc2ccc(Cl)c(Cl)c2)C1=N	·	·	·	41	-5	-1	7	·	·
CO/N=C\c1cc(C(=O)c2ccc(Cl)cc2Cl)cn1C	-12	12	-2.1	46	-3	4	·	-4	-0.9
S=C(Nc1ccccc1)Nc1ccc(OCc2ccc(Cl)cc2Cl)cc1	-12	-15	-1.2	-7	0	-4	5	-2	-3.1
CCOC(=O)C1CCN(C(=O)c2cc(COc3ccc(OC)c4ccccc34)on2)CC1	10	-3	-0.5	-23	-10	-8	8	-15	0.5
O=C(CSC1CCCCC1)Nc1nccs1	-7	4	-2.6	-6	-7	6	-3	-2	-1.9
Other entries follow:
SMILES	pCIP destab	SUMO HTRF inh	IMP-1 inh	CRFR2-BP antag	GalR3 antag	IDE cell inh	IDE act	NS3 helicase inh	VIM-2 inhibitor
NC(=S)N/N=C/c1coc2cc(Cl)ccc2c1=O	0	26	-5.2	9	4	3	-3	1	-4.1
N/C(=N\OC(=O)c1ccccc1)c1ccncc1	7	2	-1.8	-13	-9	8	3	5	-0.7
O=C(Nc1nnc(SCc2c(Cl)cccc2Cl)s1)c1ccc2ncsc2c1	-6	30	-3.2	·	·	4	·	-7	-2.3
CC(=O)C(N=Nc1ccccc1)(Sc1nnc(-c2ccccc2)n1-c1ccccc1)C(C)=O	-4	12	-1.8	31	-6	-1	2	-17	-3.9
CCN(CCn1cccn1)C(=O)c1ccc2nc(Cc3ccc(OC)cc3)oc2c1	-2	5	-2.8	26	0	-1	0	-3	-0.7
Cc1ccc(Cl)cc1NC(=O)c1ccc(Cn2cc(Cl)cn2)cc1	-2	-11	-0.7	-18	-8	2	-5	1	0.8
COc1cccc(-c2noc(CCC(=O)NCCc3ccccc3)n2)c1	-6	2	-0.4	-3	-10	-1	-1	-10	-1.0
Cc1ccc(S(=O)(=O)/N=C(\Sc2ccccc2)c2ccccc2)cc1	4	-14	-2.7	-9	-6	1	0	3	-0.8
COc1cccc(Cn2nnc(C(=O)NCCc3ccc(Cl)cc3)c2N)c1	-1	9	-3.8	0	-3	-1	2	-11	-0.6
COc1ccc(CC(=O)NCc2nnc(SCC(=O)Nc3ncc(C)s3)n2C)cc1	-8	-8	-3.5	-3	-4	-3	-1	1	-3.9
O=[N+]([O-])c1cc(/C=N\Nc2nccs2)ccc1O	-8	70*	-4.4	·	·	·	·	19	-5.0
COC(=O)CSc1[nH]c2ccccc2c1[N+](=O)[O-]	6	2	-1.7	0	-4	8	2	7	-1.0
CCOc1cc(C2NC(=O)NC(O)(C(F)(F)F)C2C(=O)c2ccc(Cl)cc2)ccc1O (stereo not given)	6	14	2.4	-4	1	2	5	12	-2.1
O=C(Nc1ccc(N2CCOCC2)cc1)C1CCN(S(=O)(=O)c2ccccc2F)CC1	2	2	-0.6	-3	-2	0	3	13	0.7
CCOc1ccc(OCCCCN2CCCC2)cc1	-10	9	1.6	-13	-3	5	3	0	-1.8
OCCC1CN(Cc2cc(F)ccc2F)CCN1CCCc1ccccc1 (stereo not given)	7	6	0.6	-19	-10	3	2	-14	-0.1
NC(=O)CC(NC(=O)c1ccccc1)c1ccc(N2CCc3ccccc3C2)c([N+](=O)[O-])c1 (stereo not given)	-12	-2	-1.4	4	-6	4	4	-21	-0.7
CCCS(=O)(=O)N1CCN(Cc2ccc([N+](=O)[O-])cc2)CC1	-4	8	0.5	40	2	0	4	3	-1.4
Cc1nn(Cc2ccccc2)c(Cl)c1/C=C/C(=O)OC(C)C(=O)N1CCCC1 (stereo not given)	-26	4	-3.8	6	-6	-5	-1	-8	-3.9
CC(=O)OCn1ncc(N2CCOCC2)c(Br)c1=O	1	18	-3.2	10	-9	-1	-2	6	-1.1
CC(C)c1nc2sc3c(SCC(N)=O)ncnc3c2c2c1CCC2	-20	12	-2.9	-17	-4	2	-1	3	-2.3
